RXFP1 agonist – agonists of human relaxin receptor RXFP1 | HEK293T-RXFP1 cAMP TR-FRET, 30 min; response scale: percent of porcine relaxin response, buffer zero | Potency, µM (titrated, usually from 57.5 µM), for the others: at the highest dose activation, hits mostly activators | 370,000 tested, 0.3% active; note: potency is the fitted concentration of half-maximal effect; % is set by controls: 0 for no effect and ±100 for the full control effect; nearly all actives have a fitted effect of over 60% in size; many of its hits are not listed in these tables
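HEK293 cells stably expressing RXFP1, treated 30 min at 37C with compounds plus PDE4 inhibitor Ro 20174; cAMP measured by HTRF TR-FRET. Normalized to buffer and 29 nM porcine relaxin; EC50 by Hill fit.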
Glioma ERSR ind – ER stress response induction in glioma. U87-MG GRP78 promoter luciferase reporter, 16 h. 420,000 tested, 0.02% active. Potency, µM, inactives show at the highest dose activation, actives largely listed as activators; note: potency is the fitted concentration of half-maximal effect; series mostly up to about 76 µM; % of control where 0% means no effect; nearly all actives have a fitted effect of over 35% in size
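Stably transfected U87-MG glioma cells carrying a GRP78-based luciferase sensor; 16 h compound incubation. Luminescence end-point read 10 min after Bright-Glo addition at room temperature.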
D2 PAM – D2 dopamine receptor (human) potentiation | potentiation, % at 10 µM | HEK293 T-REx D2, calcium flux, EC20 dopamine potentiation | P14416 | 340,000 tested, 0.34% active;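 active = potentiation over 3 SD above the plate norm, cut at about 30% in these data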; note: 0% is about no effect
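Primary screen. Calcium kinetics in induced HEK293 T-REx D2 cells: compound pre-addition 180 s, EC20 dopamine, 180 s more.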
D1 antagonist – antagonists of human D1 dopamine receptor; P21728; HEK293 TREx D1 cells, calcium flux, dopamine EC80; hits give low values; activity change, negative = inhibition, % at 10 µM; 360,000 tested, 3.2% active; AID 504652; in the data active = activity change below about -30%; note: % is set by controls: 0 for no effect and ±100 for the full control effect
Target sequence (P21728 whole entry, looked up): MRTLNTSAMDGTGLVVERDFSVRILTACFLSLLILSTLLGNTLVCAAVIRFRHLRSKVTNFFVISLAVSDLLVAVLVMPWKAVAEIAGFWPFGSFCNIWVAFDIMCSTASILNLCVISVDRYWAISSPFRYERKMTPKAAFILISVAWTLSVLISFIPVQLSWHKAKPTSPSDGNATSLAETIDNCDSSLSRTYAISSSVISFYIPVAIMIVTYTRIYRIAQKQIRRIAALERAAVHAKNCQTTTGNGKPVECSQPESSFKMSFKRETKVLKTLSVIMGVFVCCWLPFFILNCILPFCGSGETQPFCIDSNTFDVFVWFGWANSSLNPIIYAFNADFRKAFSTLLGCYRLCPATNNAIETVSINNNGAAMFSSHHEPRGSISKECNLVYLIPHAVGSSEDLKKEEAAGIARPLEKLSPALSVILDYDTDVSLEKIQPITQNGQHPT
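Inducible Hek293 Trex D1 cells (tetracycline, overnight, 30 C). Calcium dye 30–90 min RT. Antagonist mode: EC80 dopamine added after 180 s compound read.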
RXFP1 antag – RXFP1 (human) relaxin receptor antagonism | Q9HBX9 | HEK293-RXFP1, relaxin-stimulated cAMP HTRF, 30 min; hits give low values | activity change, negative = inhibition, % at 57.5 µM | 350,000 tested, 0.59% active | AID 1259400;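 active = activity change of -60% or lower, but not beyond a set lower limit; inconclusive = change between -60% and -40%, or beyond the set limit; inactive = change above -40%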; note: % is set by controls: 0 for no effect and ±100 for the full control effect
D1 ag – human D1 receptor agonism | P21728 | HEK293 T-REx D1 cells, calcium flux, agonist mode | activation, % at 2 µM | 360,000 tested, 1% active; in the data active = activation above about 30%; note: 0% is about no effect
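Tetracycline-induced HEK293 TREx D1 cells, force-coupled to calcium signalling, were dye-loaded with a no-wash calcium kit. Compound was pin-added after a 10 s baseline. Fluorescence was read kinetically at 1 cycle/s for 180 s, with calcium rises flagged as agonism.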
Vif-APOBEC3G blk – Vif-A3G binding inhibition | AID 602310 | 410,000 tested, 0.076% active | Potency, µM (top dose mostly 46.1 µM), for inactives: top-dose activity, negative = active, hits mostly inhibitors | HeLa A3G-eYFP + Vif (tagged APOBEC3G with the HIV-1 protein that degrades it), YFP fluorescence, overnight;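 note: potency is the fitted concentration of half-maximal effect; % is set by controls: 0 for no effect and ±100 for the full control effect; nearly all actives have a fitted effect of over 60% in size; hits raise eYFP signal because A3G escapes Vif-driven loss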
Target sequence (Q9HC16 whole entry, looked up): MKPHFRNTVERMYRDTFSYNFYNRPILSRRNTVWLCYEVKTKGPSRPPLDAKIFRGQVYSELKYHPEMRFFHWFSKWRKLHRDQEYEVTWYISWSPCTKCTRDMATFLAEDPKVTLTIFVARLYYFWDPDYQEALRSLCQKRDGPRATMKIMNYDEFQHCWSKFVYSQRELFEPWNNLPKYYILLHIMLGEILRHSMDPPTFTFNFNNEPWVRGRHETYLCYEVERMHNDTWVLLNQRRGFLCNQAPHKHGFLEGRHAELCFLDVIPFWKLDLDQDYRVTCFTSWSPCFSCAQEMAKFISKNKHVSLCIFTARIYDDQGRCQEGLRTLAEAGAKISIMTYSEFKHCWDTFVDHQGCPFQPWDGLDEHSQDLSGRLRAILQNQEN
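Read-out is eYFP fluorescence (Ex 488/Em 500-530) from Vif-expressing HeLa A3G-eYFP cells; more signal means A3G escaped Vif-mediated degradation. Cells plated overnight, compound pinned in, incubated overnight at 37 deg C.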
D1 PAM – human D1 dopamine receptor positive modulation; P21728; HEK293 TREx D1 cells, calcium flux, dopamine EC20 potentiation; potentiation, % at 10 µM; 360,000 tested, 0.036% active; AID 504651; in the data active = potentiation above about 30%; note: 0% is about no effect
Vif-A3F inh – Vif-A3F binding inhibition; HeLa A3F-eYFP + Vif (tagged APOBEC3F with the HIV-1 protein that degrades it), YFP fluorescence increase; Potency, µM (top dose mostly 46.1 µM), for the others: at the highest dose activity, negative = active; 390,000 tested, 0.2% active; AID 602313; note: potency is the fitted concentration of half-maximal effect; % of control where 0% means no effect; nearly all actives have a fitted effect of over 65% in size
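Fluorescence increase (Ex 488/Em 500-530) after overnight compound treatment at 37 deg C flags inhibition of Vif-driven A3F-eYFP loss in stable HeLa A3F-eYFP/Vif cells seeded overnight beforehand.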
Starred values were filed as active, the others as inactive. Unless noted, calls come from the whole dose curve; as a rule, active = well fitted curve in the direction sought with a large enough effect; inconclusive = small, poorly fitted or top-dose-only effect, or another doubt; inactive = no such curve, though single readings can be large; an effect the other way counts as inactive or inconclusive. These rows are one share of the data; count on the stated rates, not on these rows.

Screening CCOc1ccc(NC(=O)CCC(=O)N/N=C/c2ccc([N+](=O)[O-])s2)cc1 returned RXFP1 agonist 1.4%, Glioma ERSR ind -2%, D2 PAM 8, D1 antagonist -2, D1 ag 2, Vif-APOBEC3G blk -23%, D1 PAM 0 and Vif-A3F inh -12%.
Cc1ccc(S(=O)(=O)N(C)CC(=O)N2CC(C)OC(C)C2)cc1 (centres undefined) was read as RXFP1 agonist -1.6%, Glioma ERSR ind -1%, D2 PAM -5, D1 antagonist -5, RXFP1 antag 3, D1 ag 8, Vif-APOBEC3G blk -5%, D1 PAM 0 and Vif-A3F inh -3%.
For CCCCN(C(=O)c1cc2c(s1)CCCCC2)c1c(N)n(CCC)c(=O)[nH]c1=O the results were RXFP1 agonist -0.2%, Glioma ERSR ind -2%, D2 PAM -2, D1 antagonist 8, RXFP1 antag -10, D1 ag 1, Vif-APOBEC3G blk -13%, D1 PAM 3 and Vif-A3F inh -9%.
For NC(=O)C1(N2CCCCC2)CCN(C(=S)Nc2ccc(F)c(Cl)c2)CC1 the results were RXFP1 agonist 0.0%, Glioma ERSR ind -1%, D2 PAM 1, D1 antagonist 6, RXFP1 antag -4, D1 ag 2, Vif-APOBEC3G blk -4%, D1 PAM 8 and Vif-A3F inh 2%.
O=C(O)c1ccccc1-c1ccccc1C(=O)NCc1ccco1 was read as RXFP1 agonist 0.1%, Glioma ERSR ind -5%, D2 PAM 9, D1 antagonist 2, RXFP1 antag 9, D1 ag 3, Vif-APOBEC3G blk 2%, D1 PAM 1 and Vif-A3F inh -6%.
For Cc1cc(NC(=O)CSc2nc(CC(C)(C)C)nc3c2c(=O)n(C)c(=O)n3C)no1 the results were RXFP1 agonist 4.0%, Glioma ERSR ind -2%, D2 PAM -8, D1 antagonist -1, RXFP1 antag 2, D1 ag -3, Vif-APOBEC3G blk -1%, D1 PAM 4 and Vif-A3F inh 2%.
`COc1ccc(-c2noc(CC(=O)Nc3ccc(Br)cc3C)n2)cc1` gave RXFP1 agonist 5.0%, Glioma ERSR ind 0%, D2 PAM 0, D1 antagonist 2, RXFP1 antag -8, D1 ag 6, Vif-APOBEC3G blk -1%, D1 PAM -2 and Vif-A3F inh -4%.
For Cc1ccc(OCC(=O)NCc2ccccn2)cc1 the results were RXFP1 agonist 0.6%, Glioma ERSR ind -1%, D2 PAM 0, D1 antagonist -2, RXFP1 antag 0, D1 ag 1, Vif-APOBEC3G blk -1%, D1 PAM -4 and Vif-A3F inh 7%.
`C[C@H](NC(=O)c1nc[nH]c1C(=O)N1CCN(c2ccccc2)CC1)c1ccccc1` gave RXFP1 agonist -1.2%, Glioma ERSR ind -5%, D2 PAM -6, D1 antagonist 22, D1 ag 1, Vif-APOBEC3G blk 0%, D1 PAM -3 and Vif-A3F inh -1%.
For CCN(CC)CCCN(C(=O)c1ccccc1F)c1nc(-c2ccc(OC)cc2)cs1 the results were RXFP1 agonist 0.5%, Glioma ERSR ind -2%, D2 PAM -12, D1 antagonist -21, RXFP1 antag -7, D1 ag 11, Vif-APOBEC3G blk 0%, D1 PAM -8 and Vif-A3F inh 0%.
For CSCCC(NS(=O)(=O)/C=C/c1ccccc1)C(=O)O (centres undefined) the results were RXFP1 agonist 1.0%, Glioma ERSR ind -2%, D2 PAM -9, D1 antagonist -6, RXFP1 antag 4, D1 ag 0, Vif-APOBEC3G blk 3%, D1 PAM -14 and Vif-A3F inh -35%.
For COc1cccc(C2CCCCN(C)C2=O)c1 (centres undefined) the results were RXFP1 agonist -1.1%, Glioma ERSR ind -4%, D2 PAM -1, D1 antagonist 5, RXFP1 antag -2, D1 ag 2, Vif-APOBEC3G blk -6%, D1 PAM 0 and Vif-A3F inh -3%.
O=C(Nc1cc(Cl)cc(Cl)c1)c1ccc(F)c(S(=O)(=O)N2CCCC2)c1 was read as RXFP1 agonist -3.3%, Glioma ERSR ind 0%, D2 PAM -13, D1 antagonist 10, RXFP1 antag -12, D1 ag -1, Vif-APOBEC3G blk 10%, D1 PAM -1 and Vif-A3F inh 0%.
`C[C@H]1C(=O)N(C)CCN1Cc1cn(C)nc1-c1ccc(Oc2ccccc2)cc1` gave RXFP1 agonist 2.0%, Glioma ERSR ind -1%, D2 PAM 8, D1 antagonist -17, RXFP1 antag 7, D1 ag 8, Vif-APOBEC3G blk 10%, D1 PAM 0 and Vif-A3F inh -28%.
For CCn1c(C)nc2cc(C(=O)NNS(=O)(=O)c3ccc(C)cc3C)ccc21 the results were RXFP1 agonist -0.2%, Glioma ERSR ind -1%, D2 PAM 4, D1 antagonist 9, RXFP1 antag 2, D1 ag 2, Vif-APOBEC3G blk 0%, D1 PAM -4 and Vif-A3F inh -1%.
Screening CN1CCN(C2=C(Cl)C(=O)c3ccccc3C2=O)CC1 returned Glioma ERSR ind -14%, RXFP1 antag -2, Vif-APOBEC3G blk inconclusive and Vif-A3F inh inconclusive.
CCN(C(=O)CSc1ccc2ccccc2n1)C1CCCCC1 was read as Glioma ERSR ind 0%, RXFP1 antag -13, Vif-APOBEC3G blk -3% and Vif-A3F inh 12%.
`COc1ccsc1NC(=O)OCc1ccc(Cl)cc1` gave RXFP1 agonist 3.2%, Glioma ERSR ind 0%, D2 PAM -1, D1 antagonist -6, RXFP1 antag -2, D1 ag 1, Vif-APOBEC3G blk 0%, D1 PAM 5 and Vif-A3F inh -3%.
Screening Cn1c(=O)cc(OCC(=O)NCc2ccccn2)c2ccccc21 returned RXFP1 agonist -0.5%, Glioma ERSR ind -1%, RXFP1 antag -14, Vif-APOBEC3G blk -1% and Vif-A3F inh -6%.
`CC(=O)NC1(C(Cl)(Cl)Cl)Oc2ccccc2O1` gave RXFP1 agonist 1.8%, Glioma ERSR ind -1%, D2 PAM 9, D1 antagonist 3, RXFP1 antag -2, D1 ag 1, Vif-APOBEC3G blk inconclusive, D1 PAM -4 and Vif-A3F inh -2%.
`O=C(NCc1ccco1)C1CCCN1C(=O)Nc1ccc(Br)cc1` (centres undefined) gave RXFP1 agonist 3.5%, Glioma ERSR ind 1%, D2 PAM -7, D1 antagonist 8, RXFP1 antag -10, D1 ag 0, Vif-APOBEC3G blk 0%, D1 PAM -9 and Vif-A3F inh 1%.
`Cn1c(Sc2nc3ccccc3n2C)nc2ccccc21` gave RXFP1 agonist 1.8%, Glioma ERSR ind 0%, D2 PAM 9, D1 antagonist 1, RXFP1 antag 0, D1 ag 1, Vif-APOBEC3G blk -8%, D1 PAM 0 and Vif-A3F inh -8%.
For COc1ccc2cc(C(=O)NCc3ccccc3)[nH]c2c1 the results were RXFP1 agonist 0.9%, Glioma ERSR ind 8%, D2 PAM -10, D1 antagonist -20, RXFP1 antag 5, D1 ag 3, Vif-APOBEC3G blk -3%, D1 PAM -12 and Vif-A3F inh -4%.
Screening CCC(C)Nc1nc(-c2ccccn2)nc2ccccc12 (centres undefined) returned RXFP1 agonist -2.5%, Glioma ERSR ind -7%, D2 PAM -2, D1 antagonist 32, RXFP1 antag -9, D1 ag 0, Vif-APOBEC3G blk 0%, D1 PAM 9 and Vif-A3F inh 6%.
Screening CCOC(=O)c1noc2ncn(Cc3cccc(C#N)c3)c(=O)c12 returned RXFP1 agonist inconclusive, Glioma ERSR ind -4%, D2 PAM 16, D1 antagonist 2, RXFP1 antag -20, D1 ag 0, Vif-APOBEC3G blk 7%, D1 PAM 3 and Vif-A3F inh 4%.
COc1ccccc1C1CCN(Cc2ccc(Cl)cc2Cl)CC1 was read as RXFP1 agonist -2.9%, Glioma ERSR ind 0%, D2 PAM 1, D1 antagonist 0, RXFP1 antag -4, D1 ag 4, Vif-APOBEC3G blk -2%, D1 PAM 2 and Vif-A3F inh -2%.
`CN(c1cccc(NC(=O)c2ccccc2N(C)S(=O)(=O)c2ccccc2)c1)S(C)(=O)=O` gave RXFP1 agonist 2.2%, Glioma ERSR ind -2%, D2 PAM 12, D1 antagonist 0, RXFP1 antag 9, D1 ag 1, Vif-APOBEC3G blk -2%, D1 PAM -2 and Vif-A3F inh 5%.
For O=C(Nc1cc(Cl)ccc1-n1cncn1)c1cc(F)c(F)c(F)c1F the results were RXFP1 agonist 0.8%, Glioma ERSR ind -5%, D2 PAM -5, D1 antagonist 30, RXFP1 antag -5, D1 ag 0, Vif-APOBEC3G blk -1%, D1 PAM 1 and Vif-A3F inh -1%.
For CCOCCn1c(=NC(=O)CSCC(=O)Nc2cc(C)on2)sc2cc(OC)ccc21 the results were RXFP1 agonist -2.1%, Glioma ERSR ind -2%, D2 PAM -3, D1 antagonist 9, RXFP1 antag -5, D1 ag 1, Vif-APOBEC3G blk -5%, D1 PAM 3 and Vif-A3F inh 2%.
Screening Cc1ccc2nsnc2c1S(=O)(=O)N1CCOCC1 returned RXFP1 agonist 0.4%, Glioma ERSR ind -4%, D2 PAM 6, D1 antagonist -5, RXFP1 antag 17, D1 ag 2, Vif-APOBEC3G blk 1%, D1 PAM -2 and Vif-A3F inh 1%.
`O=C(CCN1C(=O)/C(=C/c2ccccc2)SC1=S)Nc1ccccn1` gave RXFP1 agonist -3.1%, Glioma ERSR ind -4%, D2 PAM -1, D1 antagonist -1, RXFP1 antag -2, D1 ag 11, Vif-APOBEC3G blk 2%, D1 PAM 2 and Vif-A3F inh -2%.
For CCOC(=O)N1CCN(c2c(-c3ccc(C(C)C)cc3)c(=O)c2=O)CC1 the results were RXFP1 agonist 2.3%, Glioma ERSR ind 15%, D2 PAM 13, D1 antagonist -19, RXFP1 antag -2, D1 ag 1, Vif-APOBEC3G blk -1%, D1 PAM -6 and Vif-A3F inh -11%.

3 entries already listed, sorted by molecular weight, ascending.
`COc1ccsc1NC(=O)OCc1ccc(Cl)cc1` gave RXFP1 agonist 3.2%, Glioma ERSR ind 0%, D2 PAM -1, D1 antagonist -6, RXFP1 antag -2, D1 ag 1, Vif-APOBEC3G blk 0%, D1 PAM 5 and Vif-A3F inh -3%.
Cc1ccc(S(=O)(=O)N(C)CC(=O)N2CC(C)OC(C)C2)cc1 (centres undefined) was read as RXFP1 agonist -1.6%, Glioma ERSR ind -1%, D2 PAM -5, D1 antagonist -5, RXFP1 antag 3, D1 ag 8, Vif-APOBEC3G blk -5%, D1 PAM 0 and Vif-A3F inh -3%.
For CCCCN(C(=O)c1cc2c(s1)CCCCC2)c1c(N)n(CCC)c(=O)[nH]c1=O the results were RXFP1 agonist -0.2%, Glioma ERSR ind -2%, D2 PAM -2, D1 antagonist 8, RXFP1 antag -10, D1 ag 1, Vif-APOBEC3G blk -13%, D1 PAM 3 and Vif-A3F inh -9%.
